Screening results: PubChem BioAssay, several laboratories
zVAD death inh – inhibitors of zVAD-triggered necroptosis, primary screen, L929 cells; L929 zVAD necroptosis rescue, ATP luminescence, 24 h; with zVAD 60 µM; viability rescue, % at 10 µM; 0.38% of 220,000 active; AID 1377, 2008;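 active means activation, scaled between plate controls, above about 75%, limit read from the data; inactive means activation under that limit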;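 further: 0% = zVAD with DMSO and 100% = DMSO alone without zVAD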
KCC2 mod – KCC2 cotransporter modulators, thallium flux, primary screen, cell-based, HEK293 KCC2, FluoZin-2 fluorescence, MLSMR | Solute carrier family 12 member 5 (Homo sapiens), Q9H2X9 | KCC2 cells, thallium flux FluoZin-2 fluorescence | B-score of Tl+ flux slope (higher = more flux/activation; lower = inhibition) at 10 µM | 2.2% of 190,000 active | AID 1456, 2008;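 active means thallium flux slope and its plate-corrected score both differing from the plate sample mean at a set confidence after two filtering rounds, in either direction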;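 further: slope of fluorescence scaled to starting intensity during 10 to 20 s after thallium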
Hck Nef HTS – inhibitors of Nef-activated human Hck kinase, primary screen, biochemical, Z-Lyte FRET, 384-well, Hck-YEEI; Tyrosine-protein kinase HCK (Homo sapiens), P08631; 0.68% of 220,000 active; inhibition, % at 20 µM; Recombinant Hck-YEEI plus Nef, Z-Lyte FRET kinase assay; AID 463187, 2010;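 active means Hck-Nef kinase inhibition above about 50%, limit read from the data; inactive means inhibition below that limit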;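 further: 0% = DMSO with Hck plus Nef and 100% = Hck alone without Nef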
FXIa inh – human FXIa protease inhibitors, primary screen, biochemical, 1536-well | Coagulation factor XI (Homo sapiens), P03951 | purified FXIa, Boc-Glu-Ala-Arg-AMC fluorogenic substrate | inhibition, % at 5 µM | 0.14% of 220,000 active;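 active means inhibition of at least 40%; inactive means inhibition below 40%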;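 further: fluorescence of freed AMC excited at 355 nm; 0% = enzyme without compound and 100% = no enzyme blank; many of its hits are not listed in these tables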
Target sequence (P03951 19-387 limits assumed): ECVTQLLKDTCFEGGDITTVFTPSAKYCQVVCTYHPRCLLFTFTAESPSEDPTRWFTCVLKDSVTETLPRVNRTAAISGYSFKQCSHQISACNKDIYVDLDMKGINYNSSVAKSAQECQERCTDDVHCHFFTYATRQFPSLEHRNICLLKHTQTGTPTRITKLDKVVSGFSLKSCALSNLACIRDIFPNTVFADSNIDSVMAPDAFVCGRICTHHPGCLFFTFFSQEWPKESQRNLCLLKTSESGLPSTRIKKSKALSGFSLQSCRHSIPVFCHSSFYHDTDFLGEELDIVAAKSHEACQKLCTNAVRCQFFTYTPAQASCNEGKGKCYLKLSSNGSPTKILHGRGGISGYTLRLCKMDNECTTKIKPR
Target sequence (P03951 388-625 limits assumed): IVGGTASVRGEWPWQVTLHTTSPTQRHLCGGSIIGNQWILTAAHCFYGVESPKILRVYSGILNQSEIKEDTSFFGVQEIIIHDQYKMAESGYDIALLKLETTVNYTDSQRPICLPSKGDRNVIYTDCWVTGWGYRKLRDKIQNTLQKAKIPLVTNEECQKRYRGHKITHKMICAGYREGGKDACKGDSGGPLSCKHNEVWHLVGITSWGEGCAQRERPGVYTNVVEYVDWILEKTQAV
FXIIa inh 1536 – human FXIIa protease inhibitors, primary screen, biochemical, 1536-well. 0.3% of 220,000 active. purified FXIIa, Boc-QGR-AMC fluorogenic substrate, 2 h. inhibition, % at 5 µM. Coagulation factor XII (Homo sapiens), P00748; in the data active means inhibition above about 40%;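 further: 0% = enzyme with no compound and 100% = blank without enzyme; many of its hits are not listed in these tables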
thrombin 1536 – human alpha-thrombin inhibitors, primary screen, counter-screen for coagulation protease inhibitor project, biochemical, 1536-well, fluorogenic AMC substrate. Prothrombin (Homo sapiens), P00734. Boc-VPR-AMC fluorogenic substrate cleavage. 0.26% of 220,000 active. inhibition, % at 5 µM;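 active means inhibition at or above 40%; inactive means inhibition below 40%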;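 further: 0% = enzyme with no compound and 100% = wells without enzyme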
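Test system: human alpha-thrombin protein / Dosing: one concentration per compound, 5 µM, with 0.2% DMSO / Medium: pH 7.5 Tris-saline with Tween 20 / Benchmarks: no-compound enzyme wells and no-enzyme blanks / Read-out basis: percent inhibition of thrombin substrate cleavage / Timing: reaction at room temperature / Measured by: fluorescence, ex 355 nm, em 460 nm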
TNF necrop inh – inhibitors of TNF-alpha triggered necroptosis, primary screen, cell-based, Jurkat FADD-/-, single concentration; 0.068% of 220,000 active; Jurkat FADD-/- TNF necroptosis rescue, ATP luminescence, 24 h; 0 = TNF only, 100 = no-TNF cells; activation (protection from cell death), % at 10 µM; AID 463075, 2010;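 active means activation, meaning protection from cell death, of at least 50% relative to plate controls; inactive means activation below 50%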;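 further: necroptosis triggered by 40 ng/mL TNF-alpha added together with compound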
Rad51 HR inh – human RAD51 strand exchange inhibitors, primary screen, biochemical, fluorescence. DNA repair protein RAD51 homolog 1 (Homo sapiens), Q06609. hRad51 DNA strand exchange, fluorescence dequenching. inhibition, % at 10 µM. 0.085% of 200,000 active;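 active means inhibition above 40% at the single screening dose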;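 further: 0% = DMSO control wells and 100% = blanks with heterologous ssDNA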
Target sequence (Q06609 whole entry, looked up): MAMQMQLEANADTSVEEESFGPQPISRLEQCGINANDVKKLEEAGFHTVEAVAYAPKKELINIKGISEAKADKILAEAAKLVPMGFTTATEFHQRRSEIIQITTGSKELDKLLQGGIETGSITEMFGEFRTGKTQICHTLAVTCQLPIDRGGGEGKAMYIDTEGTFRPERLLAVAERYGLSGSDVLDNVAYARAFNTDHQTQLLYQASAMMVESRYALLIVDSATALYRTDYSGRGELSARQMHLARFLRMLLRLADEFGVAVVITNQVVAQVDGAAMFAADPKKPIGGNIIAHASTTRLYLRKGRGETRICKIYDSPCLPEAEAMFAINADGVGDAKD
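Test system: preformed human Rad51 ssDNA filaments; also added: Donor/quencher-labelled 47-bp dsDNA substrate; doses: 10 µM final, single point; times: 37 °C 15-min filament assembly, 30-min compound preincubation, 15-min exchange; detection: FRET fluorescence dequenching, excitation 485 nm, emission 520 nm; read-out basis: Fluorescence-based percent inhibition, control- and blank-normalised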
hK5 inh – human KLK5 protease inhibitors, primary screen, biochemical, 1536-well; Kallikrein-5 (Homo sapiens), Q9Y337; recombinant hK5, fluorogenic AMC substrate cleavage; inhibition, % at 5 µM; 0.59% of 210,000 active; AID 873, 2007;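 active means inhibition of 40% or more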;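 further: 0% = enzyme controls without compound and 100% = no-enzyme blanks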
Starred values were filed as active, the others as inactive; . = no result given. An excerpt; rates above refer to the full screens.

canonical_smiles,zVAD death inh,KCC2 mod,Hck Nef HTS,FXIa inh,FXIIa inh 1536,thrombin 1536,TNF necrop inh,Rad51 HR inh,hK5 inh
Cc1cccc(OCc2nnc(SCC(=O)N3CCN(c4ccccc4)CC3)o2)c1C,0.1,0.93,-1,-5,3,-1,-0.6,-8,-3
COCCOC(=O)/C(C#N)=C/c1cn(Cc2ccccc2)nc1-c1cccnc1,2.3,-0.7,-11,-6,-7,1,0.6,7,-21
Cc1cn2c(-c3ccncc3)nnc2s1,0.3,.,0,4,26,5,0.2,.,-12
Cc1cc(C(=O)N2CCCC(C(=O)c3cccc4ccccc34)C2)nc(C)n1 (stereo not drawn),1.2,-1.4,-11,1,6,3,0.9,.,.
CCC(CC)NC(=O)COC(=O)c1cc(SC)ccc1Cl,1.1,-0.39,14,-6,0,-6,1.1,-4,-4
CCOc1c(Cl)cc(CNCc2ccccn2)cc1OC,2.1,-0.53,16,-7,4,-7,0.6,-1,4
Fc1cc(NCc2ccccc2)nc(NCc2ccccc2)n1,0.4,-0.44,2,4,13,-3,-2.8,-31,-9
O=C(CCNS(=O)(=O)c1cccc2nsnc12)N1CC(=O)N(CCc2ccccc2)C(=O)C1,1.2,.,1,22,25,-2,0.6,-2,-1
S=c1[nH]nc(-c2cc(-c3ccco3)[nH]n2)n1-c1cccc2ccccc12,0.2,-0.45,-1,1,-11,-14,-5.8,-4,1
COc1ccc(-c2csc(Nc3ncccc3C)n2)cc1,-0.3,-0.4,-6,-7,4,-4,-2.8,2,-11
CCOC(=O)c1c(C)[nH]c(C(=O)OCC(=O)N(C)C2CCS(=O)(=O)C2)c1C (stereo not drawn),0.3,1.2,-20,-7,-1,-1,-0.4,-6,-13
O=C(CSc1ncn[nH]1)Nc1ncc(C(F)(F)F)cc1Cl,1.6,0.11,16,-4,5,0,0.1,.,-7
COc1ccc(-c2noc(CCC(=O)NCCc3cccc(C)c3)n2)cc1,2.2,-0.44,-8,-10,-8,-3,-0.2,11,-28
COc1ccc(/C=N/NC(=O)Cc2cccs2)cc1,0.5,.,9,0,2,-6,-0.2,8,-2
OCCN(Cc1ccccc1)Cc1cccc(Cl)c1Cl,0.0,-0.6,-1,-5,3,0,-0.3,-4,7
Cc1ccc(/C=N/NC(=O)CN2CCN(S(=O)(=O)c3ccc(Br)cc3)CC2)s1,2.1,-0.16,2,2,9,-4,-1.2,3,-9
CCn1c(SCc2cccc(C(=O)O)c2)nnc1-c1ccccc1,1.6,.,-1,-3,14,-7,1.3,8,-2
C=CCn1c(SC(C)C(=O)NC2(C#N)CCCCC2)nnc1-c1ccc(OC)cc1 (stereo not drawn),0.3,-0.67,1,6,4,-3,-1.1,7,-18
CSc1nc2sc(-c3ccccc3)cc2c(=O)n1N,-0.6,0.51,0,-6,-2,-5,-6.7,.,-32
CC(=O)Nc1ccc(S(=O)(=O)n2cnc3ccccc32)cc1,0.0,-0.92,-19,6,21,3,0.8,-3,-3
Cc1c(Br)c([N+](=O)[O-])nn1CC(=O)N1CCc2ccccc2C1,0.2,-0.58,2,-2,3,-8,1.3,4,-14
C/C=C\C(=O)Nc1cccc(C2=NOC3(C2)C[C@@H](C(N)=O)N(C(=O)C2(C)CC2)C3)c1 (stereo partly drawn),1.1,-0.041,29,4,9,2,1.8,-1,6
CCNc1cc(Cl)nc(SC)n1,0.1,.,3,-1,3,-1,-5.6,.,-24
CO/N=C/c1cn(-c2ccc(Cl)cc2)nn1,11,-0.52,22,-4,8,-12,0.6,0,-2
COc1cc(NC(=S)Nc2ccccn2)cc(OC)c1OC,2.1,-0.64,81*,0,22,1,4.0,-16,18
O=C1CCC(C(=O)Nc2cccc3ccccc23)N1 (stereo not drawn),-0.1,.,-2,6,-2,104*,-1.1,.,62*
Cc1cc(SCC(=O)c2ccc(O)c(O)c2)nc2ccccc12,8.1,-1.5,25,3,12,-5,-4.0,-8,11
Cc1ccc(CSc2nc3ncccc3[nH]2)cc1,0.5,-0.17,-1,6,13,2,-0.5,3,5
O=c1[nH]c(=O)n(C2CCCO2)cc1Br (stereo not drawn),0.8,3.9*,-6,-2,6,0,0.1,4,0
O=C(COC(=O)c1ccccc1C(=O)c1ccccc1)Nc1cccc([N+](=O)[O-])c1,3.1,.,2,6,14,0,3.8,1,-7
COCCNC(=O)C(c1ccco1)N(C(=O)Cn1nnc2ccccc21)c1ccccc1C (stereo not drawn),-0.2,0.17,1,-1,8,-9,-0.7,-3,-27
CCOc1cc(CNc2ccccc2SC)ccc1O,0.4,0.15,4,4,17,4,-2.0,-2,1
CCOc1cc(CNCCSc2nnnn2C)cc(Br)c1OCc1ccccc1F,0.1,.,1,5,12,2,-6.2,2,-4
CN(C)c1ccnc2sc3c(NCC(O)CO)ncnc3c12 (stereo not drawn),0.4,0.43,5,21,19,-2,1.6,-14,-4
COc1ccc(C(=O)N2CCOC2CNC(=O)C(=O)NCc2ccc(Cl)cc2)cc1 (stereo not drawn),1.6,-0.22,13,-6,5,-5,1.2,-4,-10
CS(=O)(=O)N(CC(=O)Nc1ccccc1-c1ccccc1)c1cccc(F)c1,-0.7,-0.34,25,-2,7,3,0.2,7,-5
CN(C)C(=O)/C=C\c1cn(-c2ccccc2)nc1-c1ccc2c(c1)OCCO2,7.3,-0.83,6,-1,10,-10,-1.6,2,2
COc1ccc(S(=O)(=O)n2oc(=O)cc2-c2ccccc2)cc1OC,-0.8,-1.3,-22,0,12,-2,-2.8,-2,-6
CCN(c1ccc(OC)cc1)S(=O)(=O)c1ccc2c(c1)CCN2C(=O)CCC(=O)O,-0.1,0.39,1,2,20,3,-1.0,2,-8
C=CCOc1ccccc1CN1CCSCC1,1.2,.,3,-5,10,-2,-0.8,7,-2
NC(=O)c1sc2nc(N3CCCCC3)c3c(c2c1N)CCCC3,64,0,16,-2,1,1,-7.3,-11,-60
CC(C)c1ccc2[nH]c(O)c(N=NC(=O)c3cccc(S(=O)(=O)Nc4ccccc4Cl)c3)c2c1,0.4,0.14,2,6,13,-3,0.7,-3,-11
CC(C)CCNC(=O)Cc1c(C(=O)O)[nH]c2ccc(Cl)cc12,0.0,0.59,8,2,10,-1,0.0,1,18
N#CCCn1nc(-c2ccc(Cl)cc2)cc1Nc1ccccc1NC(=O)C(F)(F)F,2.2,-0.038,-1,7,8,-1,5.0,-7,-1
CC(C)(C)NC(=O)C(c1ccccn1)N(C(=O)C1CSC(=O)C1)c1cccc(F)c1 (stereo not drawn),0.4,0.83,-2,8,2,5,-0.4,13,-17
Cc1cc(=O)oc2cc(O)c(N=Nc3ccccc3)cc12,6.0,-0.019,9,0,5,2,0.2,8,-2
CCc1ccc(NC(=O)c2ccc(OC)c([N+](=O)[O-])c2)cc1,2.3,-5.1,1,-3,-1,-6,0.9,14,-9
CCCCCCNS(=O)(=O)c1ccc(NC(=O)C2CCCO2)cc1 (stereo not drawn),0.1,0.38,3,2,11,-2,-0.8,.,-11
COC(=O)C(C)NC(=S)N1CCN(c2c(F)cc3c(=O)c(C(=O)O)cn(C4CC4)c3c2OC)CC1C (stereo not drawn),0.8,-1.1,-15,1,1,-8,1.0,.,-1
c1ccc(CN2CCOCCOCCOCCOCC2)cc1,-0.8,0.025,-3,-7,3,-3,3.0,16,4
COc1ccc(-c2nc3ccccc3s2)cc1O,-0.9,-1.9,5,-7,-2,3,-3.9,3,-17
Cc1cc(C(=O)N2CCN(C(=O)C3CCCO3)CC2)no1 (stereo not drawn),0.2,-0.52,6,-13,-9,-6,-1.4,-2,-3
CCOC(=O)c1sc2ccccc2c1OC(=O)c1ccc(C)cc1,0.2,-0.56,0,5,5,-5,-0.4,-7,-2
Cc1cc(/C=N\O)c(C)n1-c1ccncc1,0.2,-0.36,3,-9,-6,5,0.4,.,-11
O=C(CCSc1ccc(Cl)cc1)NCc1ccncc1,5.8,-0.011,16,-7,6,-24,1.1,-6,-2
COc1ccc(C(=O)Cn2nnc(-c3ccc(N4CCOCC4)cc3)n2)cc1OC,0.0,0.92,3,-3,12,6,-4.2,0,-14
O=C1CC(c2ccccc2)n2nc(NC(=O)c3cccnc3)nc2N1 (stereo not drawn),2.7,.,6,6,8,0,1.4,-6,-3
CCOC(=O)N1CCN(c2c(NCCCN3CCCC(C)C3)c(=O)c2=O)CC1 (stereo not drawn),1.9,2.6,0,-13,-4,-10,-0.2,1,-6
CN1CCC(NC(=O)c2cccs2)CC1,0.9,0.89,20,-7,4,-5,0.5,9,-4
Cc1nnc(-c2cnn(C)c2N)n1Cc1ccccc1,0.5,.,1,1,11,-1,1.3,1,17

(next part)
canonical_smiles,zVAD death inh,KCC2 mod,Hck Nef HTS,FXIa inh,FXIIa inh 1536,thrombin 1536,TNF necrop inh,Rad51 HR inh,hK5 inh
COc1cccc(NS(=O)(=O)c2cc(C)sc2C)c1,0.0,.,1,1,15,1,-1.6,-1,5
CCCCSc1nc(O)c(Cc2ccccc2)c(=O)[nH]1,0.4,1.5,-1,-4,12,-1,-0.5,-1,-8
O=C(/C=C/c1ccc(Br)cc1)c1ccco1,0.0,-0.29,1,16,25,7,0.9,-7,3
O=C(OCc1nnc(-c2ccccc2)o1)c1ccco1,1.5,.,1,-2,11,5,0.7,-1,-18
CCOC(=O)C1CCN(C(=O)c2ccc(OC)cc2OC)CC1,0.6,.,-1,5,8,-4,-0.2,7,-14
O=C(NC1CC1)c1cc(Cl)ccc1[N+](=O)[O-],-0.1,-0.23,0,-6,6,-1,-0.9,0,1
O=C(OCC(=O)N1CCCc2ccccc21)c1cncc(Br)c1,0.4,-0.17,2,4,6,-11,0.2,1,-2
Cc1c(C(=O)Nc2ccc(F)cc2)oc2ccc(S(=O)(=O)N3CCCC3)cc12,.,0.99,-10,-4,1,2,1.1,.,11
CC(Oc1cccc(Cl)c1)C(=O)NCCCCc1ccccc1 (stereo not drawn),1.1,-0.7,-1,-2,6,-5,1.2,-5,-23
O=C(Nc1ccccc1)Nc1nnc(Cc2ccc([N+](=O)[O-])cc2)s1,4.3,0.02,2,10,7,-4,3.6,-4,-7
